# NS3 helicase inh: HCV NS3 helicase inhibition; inhibition, % at 10.9 µM; actives 0.56% (n = 290,000); NS3 helicase DNA unwinding, Cy5 molecular beacon fluorescence;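 active means inhibition above the mean of all tested compounds plus 3 SD, set per campaign, cut at about 35% in these data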;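 further: 0% = DMSO wells and 100% = thioflavine S control wells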
#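 Test system: hepatitis C virus NS3 helicase domain fragment enzyme. Also added: annealed dual-labelled DNA beacon duplex, ATP-started. Timing: 60 min unwinding reaction at 25 °C after ATP addition. Technique: Cy5 fluorescence. Measure: % inhibition of unwinding.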
# V1aR counter: V1a receptor agonism, counter-screen for OXTR agonists; P37288; CHO-V1R cells, Fluo-8 calcium fluorescence, agonist mode; 0% DMSO, 100% 3 nM vasopressin; activation, % at 3 µM; actives 0.25% (n = 320,000); AID 2797;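 active means activation above the mean activation of all tested compounds plus 3 SD, per screening run, cut at about 20% in these data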;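 further: signal is peak over basal fluorescence ratio across a 100 second FLIPR read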
# Target sequence (P37288 whole entry, looked up): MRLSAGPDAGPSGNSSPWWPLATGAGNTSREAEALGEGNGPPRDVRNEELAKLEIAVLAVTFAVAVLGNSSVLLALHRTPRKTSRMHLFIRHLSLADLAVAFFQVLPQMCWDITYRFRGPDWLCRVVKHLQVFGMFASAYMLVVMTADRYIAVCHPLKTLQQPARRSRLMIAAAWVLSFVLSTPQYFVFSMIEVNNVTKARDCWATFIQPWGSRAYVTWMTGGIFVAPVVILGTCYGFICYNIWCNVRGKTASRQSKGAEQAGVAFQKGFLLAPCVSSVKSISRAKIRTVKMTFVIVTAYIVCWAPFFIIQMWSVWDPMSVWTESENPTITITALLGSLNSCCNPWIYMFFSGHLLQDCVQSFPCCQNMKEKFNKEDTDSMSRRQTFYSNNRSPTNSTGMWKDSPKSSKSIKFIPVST
# PHOSPHO1 block: PHOSPHO1 (human) inhibition; inhibition, % at 13.3 µM; recombinant PHOSPHO1, absorbance phosphatase assay; actives 1.1% (n = 290,000); in the data active means inhibition above about 60%
# Target sequence (Q8TCT1 whole entry, looked up): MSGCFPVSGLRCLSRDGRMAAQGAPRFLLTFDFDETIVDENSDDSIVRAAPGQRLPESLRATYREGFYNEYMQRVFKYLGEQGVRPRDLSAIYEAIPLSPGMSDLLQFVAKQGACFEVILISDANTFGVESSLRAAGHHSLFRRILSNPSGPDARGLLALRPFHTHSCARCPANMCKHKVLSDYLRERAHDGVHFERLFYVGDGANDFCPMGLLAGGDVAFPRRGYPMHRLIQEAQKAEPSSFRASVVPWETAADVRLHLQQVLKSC
# OXTR agonist: activates the human oxytocin receptor. P30559. CHO-OTR cells, Fluo-8 calcium fluorescence; normalized: DMSO 0%, oxytocin 100%. activation, % at 3 µM. actives 0.32% (n = 320,000);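 active means activation above the mean of all tested compounds plus 3 SD, cutoff set per screening run, cut at about 20% in these data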;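 further: peak over basal fluorescence ratio from a 100 s FLIPR kinetic read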
# VIM-2 inhibitor: blocks Pseudomonas aeruginosa VIM-2 metallo-beta-lactamase; purified VIM-2, nitrocefin hydrolysis, epi-absorbance fluorescence; inhibition, % at 5.6 µM; actives 0.89% (n = 290,000);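 active means inhibition above the mean of all tested compounds plus 3 SD, cutoff set per screening run, cut at about 7.5% in these data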;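 further: red hydrolysis product quenches plate fluorescence so inhibitors raise well fluorescence; 0% = enzyme with DMSO and 100% = DMSO without enzyme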
# FID counter: fluorescent intercalator displacement, NS3 helicase counter-screen. actives 0.17% (n = 290,000). inhibition, % at 7.9 µM. DNA fluorescent intercalator displacement, fluorescence; in the data active means inhibition above about 37%;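 further: 0% = vehicle and 100% = reference compound; higher means more ethidium bromide displaced from hairpin DNA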
# GPR7 antagonist: antagonists of human GPR7 (neuropeptides B/W receptor 1) | inhibition, % at 4.4 µM | GPR7-expressing cells, fluorescence antagonist assay | actives 1.1% (n = 290,000) | AID 1861 | P48145; in the data active means inhibition above about 16%, passing the limit was not always enough;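 further: cells stimulated with the agonist NPW; 0% = agonist with vehicle and 100% = vehicle without agonist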
# Target sequence (P48145 whole entry, looked up): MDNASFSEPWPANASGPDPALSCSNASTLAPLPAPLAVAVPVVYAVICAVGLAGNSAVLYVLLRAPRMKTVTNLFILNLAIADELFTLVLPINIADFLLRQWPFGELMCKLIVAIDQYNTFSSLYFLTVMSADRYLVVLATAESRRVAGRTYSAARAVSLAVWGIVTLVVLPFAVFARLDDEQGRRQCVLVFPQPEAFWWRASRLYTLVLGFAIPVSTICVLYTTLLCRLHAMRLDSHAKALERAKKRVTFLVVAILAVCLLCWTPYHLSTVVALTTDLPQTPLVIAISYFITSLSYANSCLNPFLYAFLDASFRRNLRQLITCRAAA
# IMP-1 inhibitor: inhibitors of Pseudomonas aeruginosa IMP-1 metallo-beta-lactamase. actives 0.45% (n = 290,000). AID 1556. purified IMP-1, nitrocefin hydrolysis, epi-absorbance fluorescence. inhibition, % at 5.6 µM;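 active means inhibition above the mean plus 3 SD of all compounds in the same screening run, cut at about 4.5% in these data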;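 further: 0% = IMP-1 with DMSO and 100% = DMSO wells lacking enzyme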
#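 Test system: recombinant IMP-1 enzyme, purified / Medium: HEPES buffer pH 7.1 with ZnSO4 and Brij 35 / Doses: single dose, 5.6 µM / Times: 25 °C, 15 min preincubation, 25 min reaction / Detection: Epi-absorbance via hydrolysed-nitrocefin quenching of white-plate fluorescence, 480/530 nm, EDTA stop / Evaluation: percent inhibition from optical density relative to buffer-blank wells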
# GalR3 antagonist: blocks the human galanin receptor 3; HEK293 GalR3-CNG cAMP membrane potential fluorescence; galR3 body fused to GalR1 C-terminus; inhibition, % at 3 µM; actives 0.44% (n = 360,000); AID 651719;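 active means inhibition above the screen-wide average plus 3 SD, cut at about 13% in these data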;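 further: forskolin and galanin both at EC90 stimulate the cells; cAMP rise reported by CNG channel membrane potential dye signal; 0% = forskolin plus galanin with DMSO and 100% = forskolin alone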
# Active calls of the source: *; nt = not tested or not shown.
compound	NS3 helicase inh	V1aR counter	PHOSPHO1 block	OXTR agonist	VIM-2 inhibitor	FID counter	GPR7 antagonist	IMP-1 inhibitor	GalR3 antagonist
COCCNC(=O)c1c[nH]c2ccc(S(=O)(=O)N3CCc4ccccc43)cc2c1=O	6	-0.4	-22	-0.3	-3.1	6	-10	-2.2	-1
Cc1cc(C)c(C#N)c(SCC(=O)N(C)C2CCCCC2)n1	1	-0.8	14	-1.6	-0.6	-27	-20	-3.5	-5
COc1ccccc1/C=C1\S/C(=N/NC(=O)c2cccc(Br)c2)NC1=O	11	-0.1	18	-1.0	-3.4	3	-12	-3.2	-3
CCN1CCCC1CNS(=O)(=O)c1ccc(C(=O)Nc2ccccc2)cc1 (stereo unspecified)	-5	0.8	-21	1.2	-3.0	-9	-4	0.6	0
CCOCCCn1cnc2c(c1=O)c1nc3ccccc3nc1n2-c1ccc(C)cc1	19	-0.6	15	-0.3	-3.6	-4	0	-5.9	-4
COc1ccc(C2CC(=O)Nc3ccccc3S2(=O)=O)cc1OC (stereo unspecified)	9	0.5	-34	-0.6	-2.6	-2	2	-2.6	-3
CCOc1ccc(OCc2cccc(C(=O)N/N=C/c3cccnc3)c2)cc1	3	5.4	-3	1.5	-6.7	-20	-4	-3.0	-10
O=C1CC(N2CCN(S(=O)(=O)c3cccc(C(F)(F)F)c3)CC2)C(=O)N1Cc1ccccc1 (stereo unspecified)	-4	-0.8	-14	-0.8	-3.7	-26	25*	-2.7	-2
COCCCN1C(=O)CS/C1=N\S(=O)(=O)c1ccccc1	0	1.0	12	-0.2	-4.2	-11	-19	-3.0	-9
CCOC(=O)CSc1nnc(CNC(=O)c2ccco2)n1C	1	0.5	6	0.4	-1.5	-2	-14	-2.9	-1
Oc1ccccc1OCC(O)c1ccccc1 (stereo unspecified)	13	1.7	35	2.8	-2.8	-8	-8	-3.8	-10
CN1CCN(c2ccc(NC(=O)c3ccc(-c4cccc([N+](=O)[O-])c4)o3)cc2)CC1	-45	-0.7	39	0.5	42*	26	-16	-1.0	2
Cc1ccc(-n2cccc2/C=C2/NC(=O)N(CC(=O)Nc3cccc(C)c3)C2=O)cc1	19	0.6	13	-0.5	-2.4	-7	-7	-0.5	-1
CCC(=O)N1c2ccccc2C(N(C(C)=O)c2ccccc2)CC1C (stereo unspecified)	11	0.0	7	-1.3	0.2	-32	4	-1.1	-3
O=C1CN(S(=O)(=O)c2ccccc2)c2ccccc2N1	1	0.2	12	1.0	1.9	-5	-2	-3.6	-3
CCOC(=O)c1cc(-c2ccccc2)sc1NC(=O)C(C)OC(=O)c1cccnc1OCC (stereo unspecified)	-8	1.4	-24	0.6	-0.3	1	4	-0.8	-2
O=C(Nc1cccc(C(=O)N2CCCCC2)c1)c1ccc(Cl)cc1	10	3.5	9	-0.6	0.3	-45	-3	-1.6	-5
CCNc1nc(SCC(=O)Nc2ccc(Cl)c(Cl)c2)nc(N(C)C)n1	-1	-0.3	11	0.1	-1.9	-1	-4	-2.8	0
O=C(C1CCN(c2nnc(N3CCCC3=O)s2)CC1)N1CCN(Cc2ccc3c(c2)OCO3)CC1	-8	nt	-7	nt	0.8	-15	-8	-0.6	-2
CC(C)c1ccc2oc(-c3ccc(N)cc3)nc2c1	-8	3.5	8	1.6	0.8	-10	-8	-2.8	-4
Cc1ccc(-n2ncc3c(SCC(N)=O)ncnc32)cc1C	13	nt	45	nt	1.0	-15	21	-1.4	-10
CCOC(=O)c1cc(NC(=O)c2ccoc2C)cc(C(=O)OCC)c1	-20	0.1	10	-1.0	-1.5	0	6	-2.1	-8
C=CCn1c(SCc2c(F)c(F)c(F)c(F)c2F)nc(O)cc1=O	15	0.5	0	0.2	1.4	-8	1	-3.0	-4
O=C(CSc1nc2ccccc2[nH]1)N/N=C/C=C/c1ccccc1[N+](=O)[O-]	-5	0.3	0	1.1	-4.6	-3	-5	-4.4	-3
CC(C)CC(c1nnnn1Cc1cccs1)N1CCN(c2nc3ccccc3s2)CC1 (stereo unspecified)	-2	0.9	-3	-0.5	-2.9	-8	-12	-2.3	0

# Other entries follow.
compound	NS3 helicase inh	V1aR counter	PHOSPHO1 block	OXTR agonist	VIM-2 inhibitor	FID counter	GPR7 antagonist	IMP-1 inhibitor	GalR3 antagonist
CCOC(=O)Cc1csc(NC(=S)NC(=O)c2ccc(C)cc2)n1	-9	2.2	-1	-0.1	-2.6	-4	-6	-0.4	-1
COc1ccc(Cc2nnc(Nc3ccc4c(c3)OCCO4)[nH]c2=O)cc1	1	-0.1	32	-0.1	-4.3	-2	-7	-1.8	9
O=C1OCC2=C1C(c1ccc3c(c1)OCO3)Sc1ccccc1N2 (stereo unspecified)	10	0.8	-2	1.9	1.7	-10	2	-1.2	-5
CS(=O)(=O)N(Cc1ccccc1F)c1ccccc1	-1	0.6	-42	-0.7	-2.9	-4	-11	-5.4	-7
CCN(CC)c1ccc(C=Nc2ccc(C#N)cc2)c(O)c1	13	-0.1	2	-1.4	-1.7	9	-2	-2.8	2
Cc1ccccc1C(=O)NNC(=O)C(=O)N1CCCCC1	6	0.4	-4	-1.3	-4.0	-1	-3	-2.9	2
CCCN1CCN(CCCNC(=O)C2CCCN(c3nc4ccc(OCC)cc4s3)C2)CC1 (stereo unspecified)	-17	-0.8	0	-0.1	-3.7	24	-11	-2.8	-6
Cc1nn2c(C(F)(F)F)cc(-c3ccc(Cl)cc3)nc2c1C(=O)N1CCOCC1	-8	0.2	-5	-0.1	0.2	0	4	-0.3	0
CCOC(=O)c1ccc(Nc2cnc3ccccc3n2)cc1	-14	0.7	42	1.6	0.7	-4	-13	-1.9	1
CCOC(=O)CN1c2ccccc2NC(=O)CC1C (stereo unspecified)	5	1.5	0	-0.9	-2.9	-2	8	-3.2	1
O=C(NC1CC1)c1cc(-c2ccccn2)nc2ccccc12	1	-0.7	11	0.2	-4.5	1	-4	-2.6	3
O=C1c2cccc(OCC(=O)N3CCCc4ccccc43)c2CCN1Cc1ccc(Br)cc1	-7	0.7	-18	-1.2	-1.5	-26	31*	-0.4	-3
O=C(c1ccc(CNS(=O)(=O)c2cccc(Cl)c2)cc1)N1CCCC1	-1	2.4	23	0.4	-2.5	-22	-8	-1.2	-1
O=c1[nH]c(NCCO)nnc1Cc1ccccc1	4	0.7	47	1.4	-0.1	6	3	2.6	0
O=C(O)C(Cc1ccccc1)NS(=O)(=O)c1ccc(Cl)cc1 (stereo unspecified)	13	0.6	3	-0.2	-0.7	-6	2	-1.5	-7
N#CC(c1ccc(Cl)cc1)c1ccc2c(C(F)(F)F)cc(C(F)(F)F)nc2n1 (stereo unspecified)	-5	11	4	11	-4.5	3	33*	-4.6	36*
CCOC(=O)c1cc2c(C)nn(-c3ccccc3)c2s1	2	0.0	-6	-1.5	0.2	-1	-3	-1.9	0
Cc1nc(N2CCN(c3ccccn3)CC2)c2c(C)c(C(=O)Nc3ccccc3F)sc2n1	-2	1.1	16	0.7	-1.6	-2	-11	-2.0	-6
Cc1nc(NC(=S)Nc2ccccc2)sc1C	-2	1.0	-43	-1.7	-0.9	1	4	-1.4	-5
O=C(CCCn1cnc([N+](=O)[O-])n1)Nc1ccc(Cl)cc1Cl	9	0.6	-5	-1.5	-2.6	5	-1	-1.0	-1
Cc1cc2c(cc1S(=O)(=O)Nc1ccc(OC(F)(F)F)cc1)OCC(=O)N2	2	7.3	26	7.2	1.9	0	-10	2.1	-4
CC(=O)C1=C(C)NC(SCC(=O)c2ccc(C)cc2)=C(C#N)C1c1ccco1 (stereo unspecified)	25	0.8	4	-0.6	1.6	-8	4	1.7	nt
CCCOc1ccc(S(=O)(=O)N2CCCC2)cc1[N+](=O)[O-]	2	-0.7	9	-0.1	-2.7	-8	-8	-2.5	-6
COc1c(Cl)cc(C(=O)Nc2ccccc2C(=O)O)cc1Cl	10	2.2	54	1.5	-0.8	-23	-1	-1.9	-9
O=C(O)c1ccc(NC(=O)c2cccc(S(=O)(=O)Nc3ccc(C(=O)O)cc3)c2)cc1	9	0.5	3	0.0	-3.4	1	2	-1.7	-8

# Continued:
# Fields – NS3 helicase inh, V1aR counter, PHOSPHO1 block, OXTR agonist, VIM-2 inhibitor, FID counter, GPR7 antagonist, IMP-1 inhibitor, GalR3 antagonist
CCC(=O)Nc1ccc(NC(=S)NC(=O)Cc2ccccc2)cc1
  -5, 10, 5, 11, 0.3, -9, 10, 0.2, -1
O=C(CSCc1ccccc1)Nc1cc([N+](=O)[O-])ccc1F
  6, -0.5, 20, -2.1, -1.4, 1, 4, 2.4, 2
CCC(C)NC(=O)Cn1nc(Cc2ccncc2)c2ccccc2c1=O (stereo unspecified)
  -5, -1.6, -15, -0.3, 1.1, -2, 3, 0.0, -12
Cc1ccc(C)c(C(=O)COC(=O)c2ccccc2N2C(=O)C3C4CCC(C4)C3C2=O)c1 (stereo unspecified)
  -5, 3.7, -1, -1.2, -1.6, -25, -13, -2.8, -3
O=C1CCCc2ccccc2N1Cc1ccc(Cl)cc1
  -4, -1.6, 24, -0.4, -5.1, -13, -10, -2.3, -3
Cc1ccc(S(=O)(=O)N2CCN=C2SCc2cccnc2)cc1
  0, 0.9, -2, -0.6, -1.2, -19, -1, -1.9, 2
CCN(C(=O)CSc1nc2nc(C)cc(C)n2n1)c1ccccc1
  2, 0.1, -60, -1.0, -1.9, -18, 4, -3.6, 1

# Pulled one by one from the entries so far, two records:
# Fields – NS3 helicase inh, V1aR counter, PHOSPHO1 block, OXTR agonist, VIM-2 inhibitor, FID counter, GPR7 antagonist, IMP-1 inhibitor, GalR3 antagonist
O=C1CCCc2ccccc2N1Cc1ccc(Cl)cc1
  -4, -1.6, 24, -0.4, -5.1, -13, -10, -2.3, -3
O=C(CSCc1ccccc1)Nc1cc([N+](=O)[O-])ccc1F
  6, -0.5, 20, -2.1, -1.4, 1, 4, 2.4, 2

# Single records, from the list above. Order of screens: NS3 helicase inh | V1aR counter | PHOSPHO1 block | OXTR agonist | VIM-2 inhibitor | FID counter | GPR7 antagonist | IMP-1 inhibitor | GalR3 antagonist
# `Cc1ccc(S(=O)(=O)N2CCN=C2SCc2cccnc2)cc1` reads 0 | 0.9 | -2 | -0.6 | -1.2 | -19 | -1 | -1.9 | 2
# `O=C1CCCc2ccccc2N1Cc1ccc(Cl)cc1` reads -4 | -1.6 | 24 | -0.4 | -5.1 | -13 | -10 | -2.3 | -3
# `CCC(C)NC(=O)Cn1nc(Cc2ccncc2)c2ccccc2c1=O` (stereo unspecified) reads -5 | -1.6 | -15 | -0.3 | 1.1 | -2 | 3 | 0.0 | -12

# Screening results deposited in PubChem BioAssay by several laboratories.

# This is a random part of the collection; about 4.3% have a hit in one of these screens.
